Compound activity as filed in PubChem.
core dimer inh: inhibitors of HCV core protein dimerization, primary screen, biochemical, TR-FRET, high-throughput; actives 0.33% (n = 300,000); TR-FRET GST/Flag-core106 dimerization, 1536-well; inhibition, % at 5 µM;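 active = inhibition above the mean of all tested compounds plus 3 SD, set per screening campaign, cut at about 45% in these data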
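Test system: GST/Flag-tagged HCV core106 proteins; Medium: KF-containing HEPES buffer, pH 7.45, DTT, CHAPS, BSA; Times: compound-protein-antibody incubation 4 h at 22.5 °C; Detection: TR-FRET 671 and 617 nm emission; Benchmarks: wells lacking GST-core106 and wells with excess unlabelled core106.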
LYPLA2 inh: LYPLA2 inhibitors, primary screen, counter-screen for PME1 inhibitor project, biochemical, fluorescence polarization, FP-Rh probe ABPP. Acyl-protein thioesterase 2 (Homo sapiens), O95372. recombinant LYPLA2. inhibition, % at 5.9 µM. actives 0.38% (n = 320,000). AID 2177, 2009;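 active = inhibition above the screen-wide mean plus 3 SD, limit set per campaign, cut at about 26% in these data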;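 note: 0% = LYPLA2 with DMSO and 100% = wells lacking LYPLA2 enzyme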
Target sequence (O95372 whole entry, looked up): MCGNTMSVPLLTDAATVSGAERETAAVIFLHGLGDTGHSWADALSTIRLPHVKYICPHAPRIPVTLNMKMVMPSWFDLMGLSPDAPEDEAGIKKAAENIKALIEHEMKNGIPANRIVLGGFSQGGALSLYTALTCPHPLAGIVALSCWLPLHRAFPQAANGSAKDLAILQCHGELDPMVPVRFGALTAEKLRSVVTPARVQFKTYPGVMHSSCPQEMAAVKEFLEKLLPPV
PP1 inh: PP1-alpha phosphatase inhibitors, primary screen, counter-screen for PP5 inhibitor project, biochemical, fluorescence, OMFP substrate, single point. Serine/threonine-protein phosphatase PP1-alpha catalytic subunit (Homo sapiens), P62136. purified PP1alpha. inhibition, % at 6.7 µM. actives 0.9% (n = 320,000);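 active = inhibition above the mean inhibition of all tested compounds plus 3 SD, computed separately for each screening campaign, cut at about 15% in these data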
Target sequence (P62136 whole entry, looked up): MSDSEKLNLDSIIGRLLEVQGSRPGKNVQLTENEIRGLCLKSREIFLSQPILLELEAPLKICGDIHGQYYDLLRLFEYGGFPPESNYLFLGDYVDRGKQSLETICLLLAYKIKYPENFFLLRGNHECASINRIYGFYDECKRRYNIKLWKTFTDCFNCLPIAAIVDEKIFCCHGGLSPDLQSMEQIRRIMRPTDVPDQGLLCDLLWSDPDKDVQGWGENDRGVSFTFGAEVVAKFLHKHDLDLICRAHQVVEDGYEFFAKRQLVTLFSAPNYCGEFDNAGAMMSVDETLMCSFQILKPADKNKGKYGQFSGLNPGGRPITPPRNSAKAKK
GASC-1 inh: inhibitors of GASC-1 histone demethylase, primary screen, biochemical, fluorescence, DELFIA europium; AID 2099, 2009; Lysine-specific demethylase 4C (Homo sapiens), Q9H3R0; inhibition, % at 2.35 µM; GST-JMJD2C(1-420) H3K9me3 demethylation; actives 0.069% (n = 330,000);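 active = more than half of a compound's replicate wells show inhibition beyond 50%, single wells judged on their own value; inconclusive = some, but no more than half, of replicates pass 50% inhibition; inactive = no replicate passes 50% inhibition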;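 note: signal counts dimethyl H3K9 product captured on neutravidin plate; 0% = median of DMSO wells and 100% = 0.3 times that DMSO median; strong numbers were not always called active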
TPT1 inh: Candida albicans TPT1 enzyme inhibitors, primary screen, biochemical, fluorescence polarization; tRNA 2'-phosphotransferase TPT1 (Candida albicans SC5314); recombinant caTPT1, FP RNA substrate dephosphorylation; inhibition, % at 5 µM; actives 0.81% (n = 300,000); AID 1962, 2009;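 active = inhibition above the mean of all tested compounds plus 3 SD, set per screening campaign, cut at about 24% in these data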;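 note: plate controls were DMSO alone for no effect and ferristatin control at 100 nM for full effect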
PP5 inh: PP5 phosphatase inhibitors, primary screen, biochemical, fluorescence; purified PP5c, OMFP substrate fluorescence; inhibition, % at 6.7 µM; actives 0.18% (n = 320,000); AID 1987, 2009;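 active = inhibition above the campaign's mean inhibition across all tested compounds plus 3 SD, cut at about 9.5% in these data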;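 note: 0% = DMSO only and 100% = 100 µM cantharidin control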
Target sequence (P53041 whole entry, looked up): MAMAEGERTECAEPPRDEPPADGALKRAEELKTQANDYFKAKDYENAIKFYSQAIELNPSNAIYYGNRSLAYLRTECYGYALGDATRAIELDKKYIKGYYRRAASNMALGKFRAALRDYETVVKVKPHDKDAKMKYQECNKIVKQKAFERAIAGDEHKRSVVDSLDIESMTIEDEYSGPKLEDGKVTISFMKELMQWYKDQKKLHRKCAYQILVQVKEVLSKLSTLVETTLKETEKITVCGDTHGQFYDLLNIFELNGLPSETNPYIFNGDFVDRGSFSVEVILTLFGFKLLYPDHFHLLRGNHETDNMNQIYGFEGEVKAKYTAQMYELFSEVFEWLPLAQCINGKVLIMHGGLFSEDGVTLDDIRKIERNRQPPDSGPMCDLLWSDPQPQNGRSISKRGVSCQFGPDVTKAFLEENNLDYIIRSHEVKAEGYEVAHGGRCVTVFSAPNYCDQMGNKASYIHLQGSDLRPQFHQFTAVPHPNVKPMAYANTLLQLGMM
CTSL1 counter: Fasciola hepatica cathepsin L1 inhibitors, primary screen, counter-screen for PFM18AAP inhibitor project, biochemical, QFRET, fluorogenic peptide substrate; recombinant F. hepatica cathepsin L1, Z-Leu-Arg-MCA fluorescence; inhibition, % at 5.96 µM; actives 0.49% (n = 300,000);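 active = inhibition above the mean of all tested compounds plus 3 SD, set per screening campaign, cut at about 17% in these data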;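 note: 0% = plate median of test compound wells and 100% = 1 µM Z-Phe-Ala-diazomethylketone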
PREPL inh: PREPL enzyme inhibitors, primary screen, biochemical, fluorescence polarization. inhibition, % at 5.96 µM. AID 2751, 2010. actives 0.68% (n = 320,000). recombinant PREPL, fluorescence polarization activity-based probe; in the data active = inhibition above about 43%;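 note: 0% = enzyme with DMSO and 100% = wells lacking enzyme; many of its hits are not listed in these tables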
Efflux pump inh: inhibitors of Candida efflux pumps in yeast, primary screen, S. cerevisiae, Nile Red, multiplex; actives 0.44% (n = 330,000); S. cerevisiae Candida pump triplex; AID 485275, 2010; inhibition, % at 10 µM;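 active = plate passing quality check with inhibition over a set limit, or well fluorescence over plate mean plus 4 SD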;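 note: Nile Red retained in pooled yeast measured as flow cytometry median fluorescence; 0% = buffer negative control and 100% = Enniatin B positive control; higher means more Nile Red kept so more efflux inhibition; some compounds called inactive have numbers as strong as hits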
Active calls of the source: *; ? = inconclusive; & = joins results of further samples. Only part of the results is shown; rates above refer to the full screens.

SMILES	core dimer inh	LYPLA2 inh	PP1 inh	GASC-1 inh	TPT1 inh	PP5 inh	CTSL1 counter	PREPL inh	Efflux pump inh
C=CCOc1ccc2nc(NC(=O)OC)[nH]c2c1	-1	8	3	4	-2	-1.5	-5	1	0.0
Cc1ccc(S(=O)(=O)NCCc2c[nH]c3ccccc23)cc1	-3	-3	1	-1	0	2.8	-1	-68	-0.1
CCOc1ccc(-n2ccnc2SCC(=O)Nc2nnc(C)s2)cc1	-4	5	4	-2	-5	-0.8	-2	-5	0.0
CCC(C)[C@H]1CNC(=S)N1CCc1cccc2ccccc12 (stereo not given in full)	9	-1	-2	6	-1	0.3	7	8	-0.1
Cn1c(=O)[nH]c2c(Cl)nccc21	-1	-2	0	10	-2	-1.4	5	8	0.3
CSc1ccccc1NC(=O)c1cc2ncc(Br)cn2n1	9	0	-1	3	-2	1.0	4	23	0.1
COc1ccc(C2=NN(Cc3c(F)cccc3Cl)C(=O)CC2)cc1	5	1	-2	1	-2	2.0	5	-5	0.1
COc1ccc(NC(=O)C2CCCN(C(=O)Nc3ccc(F)cc3)C2)cc1 (stereo not given)	-4	4	1	-5	-5	0.2	-1	2	-0.1
CC1CCCCN1Cc1ccc(N)cc1 (stereo not given)	0	5	-1	-24	0	2.9	2	0	-0.1
Cc1cccc(C(=O)N2CCc3ccccc3C2)c1[N+](=O)[O-]	-11	-5	1	3	4	1.0	0	14	0.1
CSc1oc(-c2ccc(F)cc2)nc1S(=O)(=O)c1ccc(F)cc1	-11	-6	4	-9	-1	3.8	-1	-18	0.2
Cc1ccc(C(=O)N2CCC(n3nccc3NC(=O)Nc3cccc(F)c3)CC2)cn1	7	1	3	3	-3	-0.1	-2	2	-0.1
O=C(c1ccco1)N1CCN(C(=O)N2CCCCC2)CC1	3	-2	-4	0	3	2.2	-3	1	-0.1
Oc1ccc(Cl)cc1C1=NCCNC(C(F)(F)C(F)F)=C1	-3	7	3	5	0	0.9	-1	0	-0.1
CS(=O)(=O)c1ccc(Cl)c(NC(=O)CSc2nncn2-c2ccccc2)c1	2	-1	-2	-17	-1	1.2	0	-4	-0.2
O=C(Nc1ccccc1F)C1CCN(C(=O)NCc2ccccc2)CC1	-5	-4	0	1	2	2.6	5	7	0.0
CCN(C(=O)COC(=O)CSc1ccc(C)c(C)c1)C1CCS(=O)(=O)C1 (stereo not given)	-1	2	-3	-6	-1	1.0	-18	13	0.1
CC1(C)C(c2cccs2)=NC(c2ccccc2)N1O (stereo not given)	2	-4	3	-2	-2	-0.8	0	-1	-0.5
Cc1ccc(N2CC(C(=O)N3CCC(C(=O)Nc4ccc(Br)cc4)CC3)CC2=O)cc1 (stereo not given)	-2	18	-1	13	0	3.8	1	-2	-0.1
Nn1c(Nc2ccccc2)nc2sc3c(c2c1=O)CCCC3	2	3	-10	-5	-2	4.3	-4	6	0.0
CC(C)COC(=O)c1cc(-c2ccc(/C=N/n3cnnc3)o2)ccc1Cl	6	9	3	-10	1	-1.4	-6	-13	0.0
C[C@H]1O[C@@H](O[C@H]2[C@@H](O)C[C@H](O[C@H]3[C@@H](O)C[C@H](O[C@H]4CC[C@@]5(C)[C@H](CC[C@@H]6[C@@H]5C[C@@H](O)[C@]5(C)[C@@H](C7=CC(=O)OC7)CC[C@]65O)C4)O[C@@H]3C)O[C@@H]2C)C[C@H](O)[C@@H]1O	8&9	-3&1	-3&-1	?	-3&-3	-0.7&-0.6	0&8	7&-12	0.2&0.2
O=C(Cc1ccccc1)N1CCC(c2nc3ccccc3[nH]2)CC1	2	5	-1	25	2	-0.4	-5	-1	-0.2
O=c1[nH]c(NC2CCCCC2)nnc1Cc1ccccc1	7	0	-2	-3	0	-2.7	-1	-7	0.0
COc1ccc(NC(=O)CCCN2C(=O)C(c3ccccc3)Oc3cccnc32)c(OC)c1 (stereo not given)	4	1	-2	-26	2	2.7	0	-5	-0.1

Exported comma-delimited: part of the list above
structure,core dimer inh,LYPLA2 inh,PP1 inh,GASC-1 inh,TPT1 inh,PP5 inh,CTSL1 counter,PREPL inh,Efflux pump inh
Cc1cccc(C(=O)N2CCc3ccccc3C2)c1[N+](=O)[O-],-11,-5,1,3,4,1.0,0,14,0.1
CSc1oc(-c2ccc(F)cc2)nc1S(=O)(=O)c1ccc(F)cc1,-11,-6,4,-9,-1,3.8,-1,-18,0.2
Cc1ccc(C(=O)N2CCC(n3nccc3NC(=O)Nc3cccc(F)c3)CC2)cn1,7,1,3,3,-3,-0.1,-2,2,-0.1
O=C(c1ccco1)N1CCN(C(=O)N2CCCCC2)CC1,3,-2,-4,0,3,2.2,-3,1,-0.1
Oc1ccc(Cl)cc1C1=NCCNC(C(F)(F)C(F)F)=C1,-3,7,3,5,0,0.9,-1,0,-0.1
CS(=O)(=O)c1ccc(Cl)c(NC(=O)CSc2nncn2-c2ccccc2)c1,2,-1,-2,-17,-1,1.2,0,-4,-0.2
O=C(Nc1ccccc1F)C1CCN(C(=O)NCc2ccccc2)CC1,-5,-4,0,1,2,2.6,5,7,0.0
CCN(C(=O)COC(=O)CSc1ccc(C)c(C)c1)C1CCS(=O)(=O)C1 (stereo not given),-1,2,-3,-6,-1,1.0,-18,13,0.1
CC1(C)C(c2cccs2)=NC(c2ccccc2)N1O (stereo not given),2,-4,3,-2,-2,-0.8,0,-1,-0.5
Cc1ccc(N2CC(C(=O)N3CCC(C(=O)Nc4ccc(Br)cc4)CC3)CC2=O)cc1 (stereo not given),-2,18,-1,13,0,3.8,1,-2,-0.1
Nn1c(Nc2ccccc2)nc2sc3c(c2c1=O)CCCC3,2,3,-10,-5,-2,4.3,-4,6,0.0
CC(C)COC(=O)c1cc(-c2ccc(/C=N/n3cnnc3)o2)ccc1Cl,6,9,3,-10,1,-1.4,-6,-13,0.0
C[C@H]1O[C@@H](O[C@H]2[C@@H](O)C[C@H](O[C@H]3[C@@H](O)C[C@H](O[C@H]4CC[C@@]5(C)[C@H](CC[C@@H]6[C@@H]5C[C@@H](O)[C@]5(C)[C@@H](C7=CC(=O)OC7)CC[C@]65O)C4)O[C@@H]3C)O[C@@H]2C)C[C@H](O)[C@@H]1O,8&9,-3&1,-3&-1,?,-3&-3,-0.7&-0.6,0&8,7&-12,0.2&0.2
O=C(Cc1ccccc1)N1CCC(c2nc3ccccc3[nH]2)CC1,2,5,-1,25,2,-0.4,-5,-1,-0.2
O=c1[nH]c(NC2CCCCC2)nnc1Cc1ccccc1,7,0,-2,-3,0,-2.7,-1,-7,0.0

New compounds follow
SMILES	core dimer inh	LYPLA2 inh	PP1 inh	GASC-1 inh	TPT1 inh	PP5 inh	CTSL1 counter	PREPL inh	Efflux pump inh
CN(C)S(=O)(=O)c1cccc(-c2nnc(SCc3ccc4c(c3)OCCO4)o2)c1	-9	0	0	5	-1	0.3	-1	-15	0.1
COc1ccc(C2CN=NC23CCCc2ccccc2C3=O)cc1 (stereo not given)	0	-1	2	-40	-1	1.5	-1	-31	0.0
CCOC(=O)c1cnc2nc(Cc3ccccc3)[nH]n2c1=O	-9	9	-3	2	-3	1.1	-4	-1	0.0
Cc1nn(-c2ccccc2)c2c1C(c1ccc(Cl)cc1)N(c1ccccc1)C(=O)N2 (stereo not given)	15	0	1	-4	1	5.3	2	2	0.1
CCOC(=O)/C=C(\C)N1N=C(c2ccccc2)CC1c1ccccc1 (stereo not given)	5	-7	0	2	19	-0.4	-3	3	0.0
CCOC(=O)C1(CC2CC2)CCN(C(=O)c2cc(OC)nc3ccccc23)CC1	8	10	0	15	1	3.3	9	-3	-0.1
Cc1cccc[n+]1CCCCCCCCCC[n+]1ccccc1C	0	2	-3	-23	0	-0.7	3	7	-0.1
CC(C)OCCCNC(=O)C1CCC(=O)N1C1CCCC1 (stereo not given)	-8	0	0	-5	0	8.6	-3	9	0.1
CCCc1cc(=O)oc2cc(OCC(=O)NCc3ccccn3)ccc12	-4	3	-3	36	-1	-2.7	-4	-1	-0.1
Cc1ccc(CN2C(=O)CSC2c2cccnc2)cc1 (stereo not given)	0	-1	-4	-6	3	-2.0	-1	-3	0.0
Cc1cc(C)nc(Nc2ncn[nH]2)n1	1	3	1	-1	-3	2.0	-1	-3	0.0
COc1ccc(NS(=O)(=O)c2cccc(C(=O)NCCCN3CCOCC3)c2)cc1	-3	6	-5	-3	2	0.5	3	-8	0.0
Cn1ncc(N=Cc2ccc([N+](=O)[O-])cc2)c1C(=O)N1CCOCC1	0	7	-1	1	-3	1.1	0	22	0.0
COc1ccc(C(=O)CSc2nc(C)cc(=O)[nH]2)cc1C	15	7	1	-4	-3	-1.8	-2	3	-0.1
CC(=O)N1C(=O)/C(=C2\SC(=S)N(c3c(C)n(C)n(-c4ccccc4)c3=O)C2=O)c2ccccc21	-2	-9	4	-4	2	1.2	9	-4	0.2
COc1ccc(NC(=O)c2ccccc2CC[N+](=O)[O-])cc1	2	-3	-2	-1	-3	1.3	-1	-6	0.1
Cc1ccc(/C=C/c2onc(C)c2S(=O)(=O)N2CCC(C(=O)N3CCCCC3)CC2)cc1	12	-3	2	2	-5	1.3	-1	28	0.0
C=CCc1c(C)nc(C)nc1N/N=C/c1ccc(F)cc1	0	-2	2	-2	1	2.6	4	15	-0.2
O=C(NCc1ccccc1C(F)(F)F)C1CC(c2cc(C(F)(F)F)cc(C(F)(F)F)c2)=NO1 (stereo not given)	9	-7	-3	1	-4	3.8	6	1	0.2
COc1ccc(/C=N/OCC(=O)Nc2ccc3c(c2)OCO3)c(OC)c1	6	-5	-2	-28	0	1.8	-1	-5	0.1
COC(=O)CSc1nnc(-c2ccc3c(c2)OCO3)n1C	-4	-2	-3	0	-1	1.3	-2	-2	-0.1

3 of the entries above in order of the Efflux pump inh value, smallest number first:
molecule,core dimer inh,GASC-1 inh,TPT1 inh,PP5 inh,PREPL inh,Efflux pump inh
CS(=O)(=O)c1ccc(Cl)c(NC(=O)CSc2nncn2-c2ccccc2)c1,2,-17,-1,1.2,-4,-0.2
Oc1ccc(Cl)cc1C1=NCCNC(C(F)(F)C(F)F)=C1,-3,5,0,0.9,0,-0.1
CSc1oc(-c2ccc(F)cc2)nc1S(=O)(=O)c1ccc(F)cc1,-11,-9,-1,3.8,-18,0.2
